Screening results: PubChem BioAssay, several laboratories
RTF Ca sens act: cardiac RTF calcium sensitivity activators, primary screen, biochemical, IANBD-TnC fluorescence, EC20 calcium. Troponin I, cardiac muscle (Homo sapiens) + Troponin T, cardiac muscle (Homo sapiens) + …. IANBD-labeled TnC RTF fluorescence at EC20 calcium; 0% EC20 calcium, 100% full calcium. activation, % at 7.2 µM. 340,000 compounds, 0.24% hits;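 active = activation above the mean over all tested compounds plus 3 SD, cut at about 30% in these data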;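 also: rise in fluorescence read as greater calcium sensitivity of cardiac thin filaments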
SR-BI uptake up: activators of SR-BI mediated DiI-HDL uptake, primary screen, ldlA[mSR-BI] CHO cells, DiI fluorescence | activation, % at 12.5 µM | 320,000 compounds, 0.096% hits | AID 504775, 2011 | 3 h; 100 = double the neutral-control signal;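 active = mean replicate activation of at least 60% and every replicate at or above 60%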;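 also: 0% = median plate neutral-control signal and 100% = twice that signal; values of inactives mirror those of a sister screen read the other way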
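System: CHO ldlA[mSR-BI] cells / Medium: HEPES-buffered (25 mM, pH 7.4) F12 plus 0.5% BSA / Probe or stimulus: labelled HDL, 10 µg/mL / Doses: single compound concentration, delivered by pin transfer / Schedule: 3 h, 37 °C / Measured by: DiI fluorescence, bottom read / Measure: cell-associated DiI fluorescence as measure of HDL uptake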
MITF TRPM1 HTS: activators of MITF-driven TRPM1 promoter reporter, primary screen, cell-based, SK-MEL-5, luciferase, single point; SK-MEL-5 TRPM1-promoter luciferase, 24 h; % of positive control, neutral wells = 0; activation, % at 12.5 µM; 300,000 compounds, 0.75% hits;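 active = mean activation of at least 80% with every replicate also reaching 80%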;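 also: 0% = neutral control wells and 100% = parthenolide positive control wells; values of inactives mirror those of a sister screen read the other way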
SR-BI HDL uptake: inhibitors of SR-BI mediated HDL lipid uptake, primary screen, ldlA[mSR-BI] cells, fluorescence, single point; 320,000 compounds, 0.96% hits; ldlA[mSR-BI] CHO cells, DiI-HDL uptake fluorescence, 3 h; inhibition, % at 12.5 µM;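 active = mean replicate inhibition of at least 70% and a set share of replicates each scoring 70 or more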;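 also: 0% = median of neutral control wells and 100% = median of positive control wells; values of inactives mirror those of a sister screen read the other way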
Target sequence (Q61009 whole entry, looked up): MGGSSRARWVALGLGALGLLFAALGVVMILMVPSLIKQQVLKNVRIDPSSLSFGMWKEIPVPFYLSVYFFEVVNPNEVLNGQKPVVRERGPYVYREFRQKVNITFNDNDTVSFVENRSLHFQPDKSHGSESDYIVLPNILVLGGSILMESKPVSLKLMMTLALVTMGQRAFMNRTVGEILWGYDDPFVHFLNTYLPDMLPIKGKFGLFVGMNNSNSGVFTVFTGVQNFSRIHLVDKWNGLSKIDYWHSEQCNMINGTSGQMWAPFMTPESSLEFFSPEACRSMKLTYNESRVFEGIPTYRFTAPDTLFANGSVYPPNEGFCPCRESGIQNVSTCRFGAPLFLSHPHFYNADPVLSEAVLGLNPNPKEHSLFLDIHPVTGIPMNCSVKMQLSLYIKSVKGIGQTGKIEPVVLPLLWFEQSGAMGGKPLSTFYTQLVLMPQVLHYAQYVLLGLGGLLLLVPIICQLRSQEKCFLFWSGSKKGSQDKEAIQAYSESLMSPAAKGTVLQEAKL
PvdQ acylase: P. aeruginosa PvdQ acylase inhibitors, primary screen, biochemical, fluorescence, plate reader and imaging, single point | PvdQ acylase [Pseudomonas aeruginosa LESB58] | purified PvdQ acylase | inhibition, % at 10 µM | 340,000 compounds, 0.063% hits; in the data active = inhibition above about 30%, passing the limit was not always enough;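 also: 0% = vehicle neutral wells and 100% = reference inhibitor wells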
Rtt109 Vps75: inhibitors of C. albicans Rtt109/Vps75 HAT, primary screen, biochemical, ThioGlo CoA-SH fluorescence, plate reader; inhibition, % at 34.9 µM; purified Rtt109/Vps75, 4 h; AID 540336, 2011; Histone acetyltransferase RTT109 (Candida albicans (strain SC5314 / ATCC MYA-2876)), …; 330,000 compounds, 0.16% hits;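 active = inhibition of at least 50% in every replicate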
CDK5 p35 inh: inhibitors of human CDK5/p35 kinase, primary screen, biochemical, single concentration. Cyclin-dependent kinase 5 (Homo sapiens) + Cyclin-dependent kinase 5 activator 1 (Homo …. Recombinant CDK5/p35, ADP-Glo luminescence, 60 min. inhibition, % at 10 µM. 330,000 compounds, 0.01% hits;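 active = highest replicate inhibition of at least 50% and at least 75% of replicates reaching 50%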;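 also: plate controls were DMSO neutral control for no effect and GW8510 at 10 µM for full effect; many of its hits are not listed in these tables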
HTR5A ag ctr: HTR5A agonists in luminescence cell assay, primary screen, counter-screen for OPRM1-OPRD1 heterodimer agonist project, full-deck HTS | 5-hydroxytryptamine receptor 5A (Homo sapiens), P47898 | cell-based | activation, % at 9.3 µM | 340,000 compounds, 0.61% hits; in the data active = activation mostly above about 9.5%, no sharp cut-off; inactive = mostly below about 7.6%;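 also: 0% = cells with vehicle only and 100% = reference agonist; strong numbers were not always called active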
Wnt bcat act: Wnt/beta-catenin pathway activators, primary screen, cell-based, plate reader, single point. 300,000 compounds, 1.2% hits. Wnt/beta-catenin reporter cell assay, activator. activation, % at 9.35 µM; in the data active = activation above about 30%, passing the limit was not always enough;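 also: 0% = neutral control wells and 100% = positive control wells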
dFosB act: activators of delta FosB homodimer, primary screen, biochemical, fluorescence polarization, TAMRA-CDK5 oligo, single point; purified delta FosB; percent of positive-control signal above neutral wells; AID 493131, 2011; activation, % at 25 µM; Protein FosB (Mus musculus), P13346; 340,000 compounds, 0.99% hits;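 active = mean activation above about 17%, with every replicate also reaching it, limit read from the data, passing the limit was not always enough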;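 also: fluorescence polarization rise as delta FosB binds a TAMRA Cdk5 AP-1 oligo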
Target sequence (P13346 whole entry, looked up): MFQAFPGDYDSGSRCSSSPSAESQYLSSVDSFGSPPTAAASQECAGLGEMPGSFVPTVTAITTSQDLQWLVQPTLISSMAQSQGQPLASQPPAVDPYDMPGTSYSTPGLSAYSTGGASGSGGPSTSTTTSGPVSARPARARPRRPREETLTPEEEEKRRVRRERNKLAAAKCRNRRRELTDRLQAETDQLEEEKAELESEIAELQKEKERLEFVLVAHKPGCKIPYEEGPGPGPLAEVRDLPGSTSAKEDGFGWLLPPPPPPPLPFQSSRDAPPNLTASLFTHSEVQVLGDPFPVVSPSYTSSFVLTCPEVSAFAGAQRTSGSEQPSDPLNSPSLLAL
Starred values were filed as active, the others as inactive. Outcome played no part in choosing rows. About 4.4% of those tested had a hit in this group.

Results for O=C(CC1C(=O)NCCN1C/C=C/c1ccccc1)NCCc1ccncc1 (stereo unspecified) ?
RTF Ca sens act: 3.0; SR-BI uptake up: -13.0; MITF TRPM1 HTS: 0.4; SR-BI HDL uptake: 13.0; PvdQ acylase: -15.8; Rtt109 Vps75: -1.3; CDK5 p35 inh: 0.3; HTR5A ag ctr: -2.2; Wnt bcat act: -1.9; dFosB act: -18.2

Results for CCOc1ccc(CCNC(=O)CCS(=O)(=O)c2ccc(OC)cc2)cc1OCC ?
RTF Ca sens act: -3.2; SR-BI uptake up: 6.3; MITF TRPM1 HTS: 12.3; SR-BI HDL uptake: -6.3; PvdQ acylase: -7.8; Rtt109 Vps75: -7.3; CDK5 p35 inh: -2.0; HTR5A ag ctr: 3.9; Wnt bcat act: -7.8; dFosB act: -4.0

What do the screens show for `N#Cc1cnc2sc3ccccc3n2c1=N`?
RTF Ca sens act: -1.0; SR-BI uptake up: 28.1; SR-BI HDL uptake: -28.1; PvdQ acylase: -4.5; Rtt109 Vps75: 2.3; CDK5 p35 inh: 0.4; HTR5A ag ctr: -1.8; dFosB act: 6.8

How did S=c1nc(NCc2ccc3c(c2)OCO3)c2ccccc2[nH]1 do in these assays?
RTF Ca sens act: -4.9; SR-BI uptake up: 9.9; MITF TRPM1 HTS: 13.7; SR-BI HDL uptake: -9.9; PvdQ acylase: 1.8; Rtt109 Vps75: 5.3; CDK5 p35 inh: 0.2; HTR5A ag ctr: -0.2; Wnt bcat act: 0.5; dFosB act: -1.4

Results for CC(C)(C)OC(=O)C[C@@H]1C/C=C\C[C@@H](CC(=O)N(CCO)Cc2ccccc2)C(=O)NCCOC1=O ?
RTF Ca sens act: 0.6; SR-BI uptake up: 17.6; MITF TRPM1 HTS: 2.4; SR-BI HDL uptake: -17.6; PvdQ acylase: 9.2; Rtt109 Vps75: -3.6; CDK5 p35 inh: 0.3; HTR5A ag ctr: -0.1; Wnt bcat act: -1.7; dFosB act: -6.0

What do the screens show for `O=C(COc1ccccc1)Nc1ncc2c(n1)CCCC2=O`?
RTF Ca sens act: -0.7; SR-BI uptake up: 27.9; MITF TRPM1 HTS: -6.6; SR-BI HDL uptake: -27.9; PvdQ acylase: -6.9; Rtt109 Vps75: -0.5; CDK5 p35 inh: -0.9; HTR5A ag ctr: -0.2; Wnt bcat act: 1.3; dFosB act: -3.9

Results for Nn1c(SCC(=O)NC2CCS(=O)(=O)C2)nnc1-c1ccco1 (stereo unspecified) ?
RTF Ca sens act: -1.6; SR-BI uptake up: -4.2; MITF TRPM1 HTS: -1.8; SR-BI HDL uptake: 4.2; PvdQ acylase: -13.0; Rtt109 Vps75: 1.7; CDK5 p35 inh: 1.9; HTR5A ag ctr: 0.7; Wnt bcat act: 6.2; dFosB act: 2.8

Results for Cn1c(=O)[nH]c(=O)c2c1nc(N/N=C/C(Br)=C/c1ccccc1)n2CCO ?
RTF Ca sens act: -1.1; SR-BI uptake up: 25.1; SR-BI HDL uptake: -25.1; PvdQ acylase: 9.7; Rtt109 Vps75: -7.6; CDK5 p35 inh: 1.5; HTR5A ag ctr: -5.4; Wnt bcat act: 0.5; dFosB act: -3.2

Results for O=C(CNC(=O)c1cccs1)NCC(=O)OCc1ccc(Cl)cc1 ?
RTF Ca sens act: 1.1; SR-BI uptake up: 10.1; MITF TRPM1 HTS: -3.6; SR-BI HDL uptake: -10.1; PvdQ acylase: -2.1; Rtt109 Vps75: -3.2; CDK5 p35 inh: -3.6; HTR5A ag ctr: 1.0; dFosB act: -0.2

What do the screens show for `Cc1ccc(SC2=C(N(C)C)C(=O)c3ccccc3C2=O)cc1`?
RTF Ca sens act: -6.0; SR-BI uptake up: -21.0; SR-BI HDL uptake: 21.0; PvdQ acylase: 18.1; Rtt109 Vps75: 18.5; CDK5 p35 inh: 1.9; HTR5A ag ctr: -0.6; Wnt bcat act: 7.5; dFosB act: -7.8

What do the screens show for `COc1cccc(OCC(=O)NNC(=O)c2ccc3ccccc3c2O)c1`?
RTF Ca sens act: 0.4; MITF TRPM1 HTS: -4.2; SR-BI HDL uptake: 89.0*; PvdQ acylase: 2.3; Rtt109 Vps75: -7.5; CDK5 p35 inh: 2.2; HTR5A ag ctr: 8.0; Wnt bcat act: -0.8; dFosB act: -5.2

Results for C=CCOc1ccc(CNC(C)(C)CO)cc1OCC ?
RTF Ca sens act: 3.1; SR-BI uptake up: 5.0; MITF TRPM1 HTS: -3.6; SR-BI HDL uptake: -5.0; PvdQ acylase: -6.0; Rtt109 Vps75: -19.8; CDK5 p35 inh: 1.5; HTR5A ag ctr: 7.0; Wnt bcat act: 2.3; dFosB act: 6.9

How did C/C(=N\NC(N)=O)c1c(F)cccc1F do in these assays?
RTF Ca sens act: -0.8; SR-BI uptake up: 13.5; MITF TRPM1 HTS: -10.6; SR-BI HDL uptake: -13.4; PvdQ acylase: -8.8; Rtt109 Vps75: 4.1; CDK5 p35 inh: -2.7; HTR5A ag ctr: -1.3; Wnt bcat act: 1.8; dFosB act: -3.7

What do the screens show for `C/C(=N\Nc1nc(C)cc(C)n1)c1ccc(N2CCOCC2)cc1`?
RTF Ca sens act: -3.7; SR-BI uptake up: 18.1; MITF TRPM1 HTS: -4.4; SR-BI HDL uptake: -18.1; PvdQ acylase: 2.3; Rtt109 Vps75: -1.2; CDK5 p35 inh: 1.6; HTR5A ag ctr: -2.1; Wnt bcat act: 0.7; dFosB act: -2.6

Results for O=C(NNC(=O)c1ccc(-c2ccc([N+](=O)[O-])cc2)o1)c1ccncc1 ?
RTF Ca sens act: -3.3; SR-BI uptake up: -15.4; MITF TRPM1 HTS: 16.9; SR-BI HDL uptake: 15.4; PvdQ acylase: -2.0; Rtt109 Vps75: 5.3; CDK5 p35 inh: -0.2; HTR5A ag ctr: -0.9; Wnt bcat act: 3.0; dFosB act: -9.8

What do the screens show for `O=C(CC1C[C@H](C(=O)N2CCCCC2)[C@@]2(CCc3ccccc3)c3[nH]c4ccccc4c3CCN2C1=O)NCCc1ccccn1` (stereo partly specified)?
RTF Ca sens act: -0.1; SR-BI uptake up: 16.0; MITF TRPM1 HTS: -14.1; SR-BI HDL uptake: -16.0; PvdQ acylase: -16.0; Rtt109 Vps75: 4.5; CDK5 p35 inh: 0.8; HTR5A ag ctr: 0.0; Wnt bcat act: -0.9; dFosB act: -10.7

How did COC(=O)c1c(NC(=O)CC2Nc3ccccc3NC2=O)sc(C)c1C (stereo unspecified) do in these assays?
RTF Ca sens act: -11.5; SR-BI uptake up: -52.7; MITF TRPM1 HTS: -11.4; SR-BI HDL uptake: 52.7; PvdQ acylase: 7.4; Rtt109 Vps75: 46.5; CDK5 p35 inh: 7.5; HTR5A ag ctr: 3.1; Wnt bcat act: -0.7; dFosB act: -7.9

Results for CC1(C)Cc2c(sc(NC(=O)c3ccco3)c2C#N)CO1 ?
RTF Ca sens act: 2.8; SR-BI uptake up: -14.7; SR-BI HDL uptake: 14.7; PvdQ acylase: -7.7; Rtt109 Vps75: 1.0; CDK5 p35 inh: 0.2; HTR5A ag ctr: 0.0; Wnt bcat act: 26.5; dFosB act: -6.1

What do the screens show for `CCCCn1c(N)c(N(CC(C)C)C(=O)c2cc3ccccc3cc2OC)c(=O)[nH]c1=O`?
RTF Ca sens act: -1.2; SR-BI uptake up: 45.5; MITF TRPM1 HTS: -3.9; SR-BI HDL uptake: -45.5; PvdQ acylase: -6.0; Rtt109 Vps75: -5.4; CDK5 p35 inh: 0.8; HTR5A ag ctr: -2.6; Wnt bcat act: -1.4; dFosB act: -1.5

Results for CCOC(=O)c1sc(N)nc1C(F)(F)F ?
RTF Ca sens act: 11.1; SR-BI uptake up: -12.2; MITF TRPM1 HTS: 0.3; SR-BI HDL uptake: 12.2; PvdQ acylase: 12.6; Rtt109 Vps75: -1.5; CDK5 p35 inh: 3.3; HTR5A ag ctr: -1.6; Wnt bcat act: -2.4; dFosB act: 3.2

Results for O=c1c2cccnc2[nH]c(=S)n1CCCN1CCN(c2ccccc2F)CC1 ?
RTF Ca sens act: -4.8; SR-BI uptake up: 10.4; MITF TRPM1 HTS: 12.3; SR-BI HDL uptake: -10.4; PvdQ acylase: -11.3; Rtt109 Vps75: -3.8; CDK5 p35 inh: 0.0; HTR5A ag ctr: 3.4; Wnt bcat act: 1.1; dFosB act: -6.1

How did O=C(Nc1ccc(F)cc1)c1csc(Cc2ccccc2)n1 do in these assays?
RTF Ca sens act: -3.2; SR-BI uptake up: 15.9; MITF TRPM1 HTS: 40.4; SR-BI HDL uptake: -15.9; PvdQ acylase: -16.2; Rtt109 Vps75: -8.5; CDK5 p35 inh: -0.1; HTR5A ag ctr: -4.1; Wnt bcat act: -1.0; dFosB act: 5.9

What do the screens show for `Cc1ccc(CNC(=O)[C@]2(C)CCC[C@@]3(C)C4CC[C@@]5(C)C[C@]4(CCC32)CC5=O)cc1` (stereo partly specified)?
RTF Ca sens act: -3.2; SR-BI uptake up: 4.3; MITF TRPM1 HTS: -8.8; SR-BI HDL uptake: -4.3; PvdQ acylase: -2.6; Rtt109 Vps75: 0.1; CDK5 p35 inh: -0.6; HTR5A ag ctr: 8.7; Wnt bcat act: 1.3; dFosB act: 1.0

How did O=C(c1ccc(O)cc1)c1ccc(C(=O)c2ccc(O)cc2)cc1 do in these assays?
RTF Ca sens act: 6.8; SR-BI uptake up: -9.2; SR-BI HDL uptake: 9.2; PvdQ acylase: -4.5; Rtt109 Vps75: -1.4; CDK5 p35 inh: 0.0; HTR5A ag ctr: 8.2; dFosB act: 8.1

Results for O=C(c1ccc(C(=O)N2CCCc3ccccc32)s1)N1CCCc2ccccc21 ?
RTF Ca sens act: 0.9; SR-BI uptake up: -24.2; SR-BI HDL uptake: 24.2; PvdQ acylase: -10.8; CDK5 p35 inh: -0.4; HTR5A ag ctr: -4.2; Wnt bcat act: -5.0; dFosB act: -12.1
